Screening data: PubChem BioAssay, several laboratories
PostGolgi yeast – growth inhibition of a yeast mutant, post-Golgi transport screen; post-Golgi transport phenotypic cell assay; inhibition, % at 10 µM; 0.9% of 98,000 active; in the data active means inhibition above about 30%;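 further: yeast cells grown in 1536-well plates; yeast grown about 18 h at 30C before absorbance read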
CYP2C9 act – activators of human CYP2C9; recombinant CYP2C9, luciferin-H conversion, luminescence; stronger effect = higher value; factor 1 = untreated enzyme, 0 = blocked; P11712; activation factor at 5 µM; 1.4% of 96,000 active;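 active means activation factor of 2 or more for CYP2C9 at a 5 µM dose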;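 further: 0 = sulfaphenazole-blocked wells and 1 = vehicle-only wells; values of inactives mirror those of a sister screen read the other way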
CYP2C19 act – activators of human cytochrome P450 2C19 | P33261 | recombinant CYP2C19, luciferin-H EGE luminescence; stronger effect = higher value; 0 = fully inhibited enzyme, 1 = untreated enzyme | activation factor at 5 µM | 96,000 tested, under 10 active;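 active means activation factor of at least 2 at 5 µM in the primary screen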;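 further: 0 = wells with 2.5 mM tranylcypromine and 1 = vehicle-only wells; values of inactives mirror those of a sister screen read the other way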
Target sequence (P33261 whole entry, looked up): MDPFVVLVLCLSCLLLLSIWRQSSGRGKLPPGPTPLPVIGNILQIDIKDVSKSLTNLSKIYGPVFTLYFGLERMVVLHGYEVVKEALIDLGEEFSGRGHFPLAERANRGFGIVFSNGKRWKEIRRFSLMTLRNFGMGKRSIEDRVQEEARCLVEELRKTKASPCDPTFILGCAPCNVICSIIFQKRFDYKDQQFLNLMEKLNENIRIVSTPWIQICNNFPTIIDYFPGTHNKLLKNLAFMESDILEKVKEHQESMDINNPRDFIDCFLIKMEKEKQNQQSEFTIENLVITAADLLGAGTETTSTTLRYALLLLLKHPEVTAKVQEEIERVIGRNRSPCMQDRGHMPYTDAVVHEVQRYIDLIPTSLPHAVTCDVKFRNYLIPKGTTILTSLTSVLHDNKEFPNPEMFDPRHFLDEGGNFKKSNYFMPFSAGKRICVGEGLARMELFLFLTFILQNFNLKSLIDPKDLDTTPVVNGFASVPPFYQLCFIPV
EphB4 ephrin blk – EphB4-ephrin-B2 interaction antagonism; 0.15% of 97,000 active; inhibition, % at 7 µM; EphB4 LBD / TNYL-RAW-Alexa532 peptide, fluorescence polarization; P54760; AID 720;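 active means inhibition above the screen-wide mean inhibition plus 3 SD, cut at about 15% in these data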;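 further: 0% = DMSO wells and 100% = excess unlabeled TNYL-RAW peptide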
CYP2C19 inhib – inhibitors of human CYP2C19; inhibition, % at 5 µM; P33261; CYP2C19 Supersomes, luciferin-H EGE luminescence, 30 min; 21% of 96,000 active; AID 778;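 active means CYP2C19 inhibition above a set limit at 5 µM in the primary screen, cut at about 50% in these data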;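 further: plate controls were negative control wells for no effect and 2.5 mM tranylcypromine positive control for full effect; values of inactives mirror those of a sister screen read the other way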
PTK2B oligo ant – blocks oligomerization of human Pyk2 in cells; Q14289; AID 1347419; 0.83% of 99,000 active; z-score (the deposit names both 25 µM and 10 µM); Q293 cells, Pyk2 FERM NanoBiT luminescence; stronger effect = lower value;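 active means Z-score of -3 or lower, scaled per plate to the spread of control and sample wells; inactive means z-score above -3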;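 further: negative z-score means lost luminescence so less FERM oligomerization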
PLAP activator – activates human placental alkaline phosphatase | purified PLAP enzyme, luminescent substrate read-out; stronger effect = higher value | activation fold at 20 µM | 1.2% of 96,000 active; in the data active means activation fold above about 2
Target sequence (P05187 whole entry, looked up): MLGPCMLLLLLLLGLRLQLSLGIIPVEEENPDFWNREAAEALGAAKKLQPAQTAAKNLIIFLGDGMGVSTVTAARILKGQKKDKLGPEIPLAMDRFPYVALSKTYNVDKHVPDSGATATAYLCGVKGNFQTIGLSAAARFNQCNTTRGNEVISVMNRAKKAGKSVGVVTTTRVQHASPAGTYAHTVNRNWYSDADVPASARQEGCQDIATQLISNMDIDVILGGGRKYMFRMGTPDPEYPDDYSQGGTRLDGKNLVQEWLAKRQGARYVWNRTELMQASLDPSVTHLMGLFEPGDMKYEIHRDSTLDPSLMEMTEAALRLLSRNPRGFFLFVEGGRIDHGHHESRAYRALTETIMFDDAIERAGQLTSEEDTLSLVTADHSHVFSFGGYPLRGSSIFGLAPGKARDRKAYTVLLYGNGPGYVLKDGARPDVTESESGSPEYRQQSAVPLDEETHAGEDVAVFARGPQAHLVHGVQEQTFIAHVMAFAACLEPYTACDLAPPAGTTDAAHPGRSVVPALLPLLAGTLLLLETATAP
Ecoli WT expand – E. coli BW25113 growth inhibition, expanded screen; OD600 absorbance; 0.15% of 98,000 active; growth inhibition, % at 100 µM;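 active means growth inhibition above about 50% at one test dose, limit read from the data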;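 further: growth measured after 20 h incubation at 37 °C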
CYP2C9 inh – blocks human cytochrome P450 2C9; CYP2C9 Supersomes, luciferin-H conversion, luminescence; inhibition, % at 5 µM; 20% of 96,000 active; AID 777;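 active means blocking of liver enzyme CYP2C9 beyond about 50% at 5 µM, limit read from the data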; further: values of inactives mirror those of a sister screen read the other way
The depositor's hits bear a star; x = no result given.

SMILES | PostGolgi yeast | CYP2C9 act | CYP2C19 act | EphB4 ephrin blk | CYP2C19 inhib | PTK2B oligo ant | PLAP activator | Ecoli WT expand | CYP2C9 inh
Cc1cc(C(=O)NCC(c2ccco2)N(C)C)no1 (stereo not drawn) | 5 | 0.9 | 0.9 | 1 | 6 | -0.37 | 1.1 | 3 | 7
Cc1cc(C)n(-c2nc(NC(C)(C)C)nc(NC(C)(C)C)n2)n1 | 9 | 0.9 | 1 | 6 | -4 | 0.47 | 1 | -8 | 8
Cc1ccc(-c2nc3cnccn3c2Nc2ccc3c(c2)OCO3)o1 | -11 | 0.2 | 0 | x | 97* | x | 0.9 | 6 | 82*
CCC(C)N(C(=O)c1csnn1)C(C(=O)NC(C)(C)C)c1ccccc1 (stereo not drawn) | 1 | 1.3 | 0.9 | 3 | 5 | 0.02 | 1.1 | -2 | -28
C/C(=N\OC(=O)c1cccc(C(F)(F)F)c1)c1sc(-c2ccccc2)nc1C | -6 | 1.1 | 1.1 | 1 | -6 | 0.2 | 1.2 | -5 | -10
COc1ccc(C2CC(C(F)(F)F)n3nc(C(=O)NCCN4CCOCC4)cc3N2)cc1 (stereo not drawn) | 1 | 0.9 | 1.1 | x | -6 | 1.2 | 1.3 | -1 | 10
Cc1ccc2cc(C(c3nnnn3Cc3ccccc3)N3CCN(c4ccccc4)CC3)c(=O)[nH]c2c1 (stereo not drawn) | 3 | 0.7 | 0.8 | -10 | 23 | -0.8 | 1.5 | -15 | 30
O=S(=O)(c1ccccc1)C1(S(=O)(=O)c2ccccc2)CCCC1 | -4 | 0.4 | 0 | x | 98* | 0.37 | 0.8 | 3 | 58*
COCCn1c(C)cc(C(=O)CSc2n[nH]c(N)n2)c1C | 0 | 1.9 | 0.9 | 10 | 8 | -0.16 | 1.6 | 4 | -86
CCOC(=O)C1CCN(C(=O)COC(=O)c2ccc(Br)o2)CC1 | -3 | 0.8 | 0.8 | 2 | 24 | 0.31 | 1 | 0 | 23
C/C(Cl)=C/CSc1nn2c(=O)c3ccccc3nc2s1 | -2 | 0.2 | 0.3 | -4 | 74* | -0.21 | 1.4 | -1 | 82*
CN(C)S(=O)(=O)c1ccc(NC(=O)COC(=O)c2n[nH]c3ccccc23)cc1 | -4 | 0.9 | 1.2 | 5 | -17 | 0.02 | 1 | -2 | 14
Cc1ccc(C(=O)OCc2cn3ccccc3n2)cc1 | 0 | 0.4 | 0.2 | x | 83* | -0.03 | 1 | 27 | 59*
Cc1cccc(-n2c(N)c(C(=O)N3CCN(C)CC3)sc2=S)c1 | 12 | 0.8 | 0.9 | 5 | 6 | 0.05 | 1.6 | 4 | 20
O=C(NN1CCOCC1)c1cc(-c2cccc(Cl)c2)nc2ccccc12 | -7 | 0.9 | 0.9 | -8 | 13 | -0.55 | 1.2 | -3 | 7
CCC(C)Sc1nc2ccccc2n1CC(=O)O (stereo not drawn) | -4 | 0.1 | 1.2 | 1 | -16 | 0.96 | 1.1 | 6 | 88*
O=C(c1c[nH]c2ccc(S(=O)(=O)N3CCOCC3)cc2c1=O)N1CCCC1 | 6 | 1.1 | 1.2 | 5 | -20 | 0.84 | 1 | 1 | -12
Cc1cccc(NC(=O)N2CCC(c3nc4ccccc4o3)CC2)c1 | -7 | 0.9 | 0.9 | x | 10 | -0.36 | 0.9 | 6 | 11
NCCc1nnc(SCc2ccccc2F)o1 | 0 | 0.7 | 0.6 | 3 | 44 | 0.4 | 0.8 | -1 | 29
Cc1cc(C(C)(C)C)oc1C(=O)N(CC(=O)NC1CCCC1)Cc1ccc(Cl)cc1 | -11 | 1.1 | 1.1 | -2 | -5 | -1.8 | 1 | -6 | -12
CCOC(=O)Cc1c(C)nc2cc(-c3ccc(C)cc3)[nH]n2c1=O | -4 | 1.2 | 1.1 | 6 | -5 | 0.54 | 1.1 | -4 | -16
Cc1ccc(S(=O)(=O)N2C3C=CC(C3)C2C(=O)O)cc1 (stereo not drawn) | -1 | 1 | 0.9 | 0 | 10 | x | 1 | 7 | -5
CCOc1ccc(CCNC(=O)c2cc3ccccn3n2)cc1OCC | -4 | 0.8 | 0.7 | 2 | 29 | x | 0.9 | 0 | 16
O=C(Nc1nnc(C23CC4CC(CC(C4)C2)C3)s1)c1ccco1 | 14 | 1 | 0.9 | 4 | 10 | -0.96 | 1 | -1 | -2
CC(C)n1nnnc1SCC(=O)N1CCN(C(=O)c2ccco2)CC1 | 1 | 1.2 | 1.1 | 8 | -8 | 0.44 | 0.9 | 1 | -23
New compounds follow
SMILES | PostGolgi yeast | CYP2C9 act | CYP2C19 act | EphB4 ephrin blk | CYP2C19 inhib | PTK2B oligo ant | PLAP activator | Ecoli WT expand | CYP2C9 inh
Cc1cc2ccccc2c(=O)n1CC(=O)NCC(=O)N1CCCC(C)C1 (stereo not drawn) | 3 | 1.8 | 0.9 | -1 | 6 | -0.57 | 1 | 7 | -79
CCC1(N(C(C)=O)c2ccc(OC)cc2)C(=O)c2ccccc2C1=O | -9 | 1.2 | 0.9 | 9 | 6 | -2.3 | 1.2 | -2 | -18
COc1ccc(Br)cc1CNc1ccc(O)cc1 | -16 | 0.7 | 0.3 | -4 | 73* | 0.25 | 1.1 | 11 | 30
CCOC(=O)c1sc(=S)n(-c2cc(OC)ccc2OC)c1N | 15 | 0.8 | 0.8 | x | 17 | -0.07 | 0.8 | 5 | 23
O=C(NCC1CCCO1)C1CCN(S(=O)(=O)c2cccc3nonc23)CC1 (stereo not drawn) | 0 | 1.4 | 1 | 0 | 2 | 1.1 | 0.9 | -1 | -45
Cc1nc2nc(-c3cccnc3)[nH]n2c(=O)c1Cc1ccccc1 | 5 | 0.9 | 1 | 1 | -4 | 0.53 | 1.2 | 7 | 9
c1nc(NC2CCCCC2)c2[nH]cnc2n1 | -2 | 1.2 | 1 | x | 0 | 1.9 | 1.7 | 9 | -15
CCC(C)[C@H](N)c1nnc(SCC(=O)Nc2cccc(Cl)c2)o1 (stereo partly drawn) | -11 | 0.5 | 0 | 1 | 97* | 0.89 | 2.5* | 8 | 50*
O=C(Nc1ccc(Cl)c(Cl)c1)OCc1cccnc1 | -8 | 0.5 | 0.4 | -3 | 64* | -1.4 | 0.9 | 21 | 47
CCOc1cc(C)c(S(=O)(=O)NC2CCCCC2)cc1C | -2 | 0.6 | 0.3 | -10 | 72* | -1.5 | 0.8 | -5 | 44
COc1ccccc1NC(=O)C1CCCCC1 | 2 | 1.6 | 0.9 | 0 | 6 | -0.28 | 1 | 4 | -64
COc1ccc(C(=O)OCCNC(=O)c2c(Cl)nc3ccccn23)cc1 | 6 | 0.6 | 0.3 | 0 | 75* | 0.02 | 1.1 | 7 | 45
CCOC(=O)CSc1nc2c(c(=O)[nH]c(=O)n2C)n1C/C=C(/C)Cl | 18 | 1 | 1.1 | 0 | -9 | 0.56 | 0.9 | 2 | -3
O=C(CSc1ncc(-c2ccc(F)cc2)[nH]1)NCc1ccco1 | -2 | 0.8 | 0.6 | 5 | 44 | 0.63 | 1.1 | 6 | 18
CCN(CC)S(=O)(=O)c1cccc(C(=O)Nc2nc3cc4c(cc3s2)OCCO4)c1 | x | 0.3 | 0.6 | x | 38 | -3.5* | 1.6 | x | 67*
COc1ccc(S(=O)(=O)N(C)C2CCS(=O)(=O)C2)cc1OC (stereo not drawn) | 3 | 1.5 | 0.9 | 3 | 12 | 0.87 | 1 | -1 | -54
O=C(Nc1ccc(F)cc1F)N1CCN(c2ncccn2)CC1 | -1 | 0.9 | 0.3 | x | 70* | x | 1 | -2 | 14
COc1ccc(Cl)cc1NC(=O)c1c(-c2ccccc2)noc1C | 2 | 0.8 | 0.7 | 6 | 28 | 2.2 | 0.9 | -11 | 19
Cc1ccc(N2C(=O)[C@@H]3[C@H](C2=O)C2c4ccccc4C=CN2[C@@H]3C(=O)c2ccco2)c(C)c1 (stereo partly drawn) | x | 0.5 | 1 | -6 | 0 | 0.44 | 1.2 | x | 46
Cc1nc(SCc2ccccc2C)n[nH]1 | 10 | 0.8 | 0.5 | 15 | 49 | 0.06 | 2* | 1 | 17
Cc1c(NC2=NC3(CCCCC3)Cc3ccccc32)c(=O)n(-c2ccccc2)n1C | -7 | 0.9 | 0.7 | -4 | 30 | -0.24 | 1.7 | 1 | 10
O=C1c2cccc3cccc(c23)C(=O)N1c1cccnc1 | 4 | 1 | 1 | -2 | 4 | 1.4 | 1 | 4 | -3
CCCCN1CC(C(=O)NC2CCCCC2)CC1=O (stereo not drawn) | 0 | 1.2 | 1.1 | -2 | -13 | 0.42 | 1 | 6 | -20
CCOC(=O)c1cnc2nc(COc3ccccc3)[nH]n2c1=O | 0 | 0.7 | 0.9 | -4 | 6 | 2.2 | 1 | 8 | 26
CC(C)Cn1c(-c2ccc(C#N)cc2)nc2c1c(=O)[nH]c(=O)n2CC(C)C | 1 | 1 | 0.9 | 3 | 8 | -2.2 | 0.9 | -3 | -2

The final 5 compounds of the part above are carried over, then new ones follow.
SMILES | PostGolgi yeast | CYP2C9 act | CYP2C19 act | EphB4 ephrin blk | CYP2C19 inhib | PTK2B oligo ant | PLAP activator | Ecoli WT expand | CYP2C9 inh
Cc1c(NC2=NC3(CCCCC3)Cc3ccccc32)c(=O)n(-c2ccccc2)n1C | -7 | 0.9 | 0.7 | -4 | 30 | -0.24 | 1.7 | 1 | 10
O=C1c2cccc3cccc(c23)C(=O)N1c1cccnc1 | 4 | 1 | 1 | -2 | 4 | 1.4 | 1 | 4 | -3
CCCCN1CC(C(=O)NC2CCCCC2)CC1=O (stereo not drawn) | 0 | 1.2 | 1.1 | -2 | -13 | 0.42 | 1 | 6 | -20
CCOC(=O)c1cnc2nc(COc3ccccc3)[nH]n2c1=O | 0 | 0.7 | 0.9 | -4 | 6 | 2.2 | 1 | 8 | 26
CC(C)Cn1c(-c2ccc(C#N)cc2)nc2c1c(=O)[nH]c(=O)n2CC(C)C | 1 | 1 | 0.9 | 3 | 8 | -2.2 | 0.9 | -3 | -2
CCC(C)NCCCCOc1ccc(C)cc1[N+](=O)[O-] (stereo not drawn) | 5 | 1 | 1.1 | -7 | -8 | 1.1 | 0.6 | 5 | 2
CCCOc1ccc(C(=O)NCCCn2ccnc2)cc1 | -1 | 0.6 | 0.1 | -3 | 90* | 1.1 | 1.1 | 5 | 41
O=C1C2C3C=CC(C3=C(c3ccccc3)c3ccccc3)C2C(=O)N1CCO (stereo not drawn) | 5 | 0.8 | 0.9 | -2 | 15 | -0.69 | 1.7 | -2 | 18
Cc1ccc(-n2nnc3c(SCC(=O)NCc4ccco4)ncnc32)cc1 | 5 | x | x | 0 | x | 0.64 | x | -13 | x
CC(O)CNc1nc2c(c(=O)n(C)c(=O)n2C)n1Cc1cccc(C(F)(F)F)c1 (stereo not drawn) | -3 | 0.7 | 0.7 | 4 | 32 | 0.78 | 1.2 | 0 | 29
CCCCC(CCC(=O)O)(C(=O)OCC)c1csc(N)n1 (stereo not drawn) | -3 | 1 | 0.9 | -6 | 6 | 0.52 | 1.2 | 0 | -1
CCOC(=O)c1cc(C)n(Cc2cccc(OC)c2OC)c1C | -7 | 0.6 | 0.8 | -2 | 17 | -0.35 | 1.3 | -5 | 43
Cc1onc(-c2ccccc2Cl)c1C(=O)NCCN1CCOCC1 | 5 | 1.1 | 1 | -3 | -3 | 1.1 | 1.1 | 1 | -9
COc1ccc(C2C(C(=O)N3CCCCC3)CCC(=O)N2c2cc(OC)c(OC)c(OC)c2)cc1 (stereo not drawn) | 5 | x | x | 2 | x | 0.45 | x | -3 | x
O=C(Nc1ccc2c(c1)OCO2)C1CCCN1C(=O)Nc1ccccc1F (stereo not drawn) | 0 | 1.2 | 1 | 3 | -5 | -0.42 | 0.9 | -3 | -19
COCc1nnc(NS(=O)(=O)c2ccc(C)cc2)s1 | 2 | 0.5 | 1.1 | 3 | -7 | 0.31 | 1.1 | 2 | 52*
Cc1cc(C)n2cc(CSc3nnc(-c4ccccc4)o3)nc2n1 | -1 | 0.9 | 0.6 | -1 | 39 | -0.06 | 1.5 | 5 | 8

This is a random part of the collection; 31% or so of the library scored in one or more.
